Screens deposited in PubChem by National Center for Advancing Translational Sciences (NCATS).
ALOX12 inh: Primary qHTS assay for inhibitors of human arachidonate 12S-lipoxygenase (ALOX12): Round 2 | Potency, µM (highest dose often 108 µM), without a hit: at the highest dose activity change, negative = inhibition, usual class: inhibitors | hit rate 1.1% among 580,000 | purified 12hLO, xylenol orange hydroperoxide absorbance; active means well fitted inhibition curve with a large enough effect; inconclusive means small, poorly fitted or top-dose-only effect, or another doubt; inactive means no such curve, though single readings can be large or run the other way; further: potency means the concentration at half of the fitted maximal effect
Target sequence (P18054 whole entry, looked up): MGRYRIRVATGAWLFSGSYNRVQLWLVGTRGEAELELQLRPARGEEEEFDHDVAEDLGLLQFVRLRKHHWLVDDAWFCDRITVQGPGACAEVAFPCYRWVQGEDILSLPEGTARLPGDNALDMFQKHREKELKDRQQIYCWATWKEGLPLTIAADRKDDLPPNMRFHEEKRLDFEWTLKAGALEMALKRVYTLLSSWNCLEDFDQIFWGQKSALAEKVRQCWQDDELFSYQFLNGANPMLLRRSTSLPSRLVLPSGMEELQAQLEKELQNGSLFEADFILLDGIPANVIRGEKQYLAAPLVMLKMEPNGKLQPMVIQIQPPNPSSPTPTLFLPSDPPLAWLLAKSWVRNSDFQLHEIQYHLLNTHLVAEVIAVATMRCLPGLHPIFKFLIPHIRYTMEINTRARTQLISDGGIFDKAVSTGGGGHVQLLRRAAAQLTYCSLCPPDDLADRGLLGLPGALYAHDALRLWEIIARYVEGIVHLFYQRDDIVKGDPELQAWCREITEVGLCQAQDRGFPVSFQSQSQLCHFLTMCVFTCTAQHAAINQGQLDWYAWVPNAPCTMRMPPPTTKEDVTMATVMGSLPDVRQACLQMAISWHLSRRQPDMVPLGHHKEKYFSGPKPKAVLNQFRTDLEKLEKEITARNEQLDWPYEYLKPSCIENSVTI
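Hydroperoxide product was detected by ferrous iron/xylenol orange as the 573 to 405 nm absorbance ratio. Arachidonic acid at 40 uM (final) was turned over for 30 min at room temperature by 150 nM human 12hLO, pH 7.0 Hepes buffer, after 15 min compound preincubation.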
LDHA block: qHTS assay for inhibitors of human lactate dehydrogenase | activity change, % (values are at about 110 or 230 µM) | hit rate 0.15% among 480,000 | purified LDHA, NADH/diaphorase-resazurin fluorescence; stronger effect = lower value | L-lactate dehydrogenase A chain (Homo sapiens), P00338 | AID 1347041, 2019; in the data active means activity change below about -30%; inconclusive means mostly about -25% to -30%;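 further: plate controls were DMSO wells for no effect and wells without enzyme for full effect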
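Enzyme activity of human lactate dehydrogenase 5 (2 nM; 0.06 mM NADH, 0.2 mM pyruvate, 5 min, RT) is measured via a resazurin/diaphorase fluorescence readout of residual NADH.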
Numbers without * were called inactive; ? = inconclusive; [ ] = remark or other dose. Unless noted, on the % scale 0 is the no-effect control and ±100 the full control effect.

SMILES	ALOX12 inh	LDHA block
N#Cc1nc(-c2ccc(F)cc2)oc1NCc1ccccc1Cl	?	26
O=C(Nc1ccccc1Cl)C12CC3CC(CC(Cl)(C3)C1)C2	-42%	-1
COc1ccc(N(C(=O)c2cccs2)S(=O)(=O)c2ccc3c(c2)n(C)c(=O)n3C)cc1	-3%	6
Cc1ccc(NC(=O)c2nnc(C(=O)N3CCC(CC(=O)N4CCCCC4)CC3)s2)cc1	66%[activator]	10
O=C(Nc1ccc(O)c(-c2nc3ccccc3o2)c1)c1cccc(F)c1	-1%	0
CC1=C(C(=O)N(C(C)C)C(C)C)CC(CC(=O)NCc2ccco2)C(=O)N1Cc1ccccc1 (stereo unspecified)	7%	-5
CC(C)Cc1ccc(-c2cc3nc(NCC4CC4)ccn3n2)cc1	?	-1
COc1ccc(C(=O)Nc2oc3ccccc3c(=O)c2-c2ccc(OC)c(OC)c2)cc1	?	8
C=CCNc1nc(-c2c(C(=O)OC)c(C)n(C3CC3)c2C)cs1	?	7
CN(CC#CC1(C)CCCC(C)(C)O1)Cc1ccccc1 (stereo unspecified)	?	1
O=C(CSc1ncnc2scc(-c3ccccc3)c12)Nc1ccc(F)cc1	?	2
COC(=O)c1ccc2nc(-c3ccccc3)c(Cc3ccccc3C(F)(F)F)n2c1	0%	1
COC(=O)c1ccc2nc(-c3ccc(C)cc3)c(CC3CCCCC3)n2c1	?	-10
COc1cc(C(=O)N2CCCC(c3cc(C(=O)NCc4ccccc4)no3)C2)cc(OC)c1C (stereo unspecified)	-7%	-9
CCc1ccc(-c2ccc(C3CCC(CC)CC3)cc2)nc1 (stereo unspecified)	-32%	27
Cc1ccc(NS(=O)(=O)c2ccc(-c3cnc(C4CC4)o3)cc2)cc1F	3.5µM*	11
CCN(CC)c1nc2ccccc2nc1C(=O)Nc1ccc(C)cc1C	3%	5
CCOc1ccc(CCNC(=O)Cn2c(=O)c(=O)n(C)c3ccccc32)cc1OCC	10%	11
COC(=O)c1ccc(COC(=O)c2csc3c2CCCC3)o1	?	5
CCCNC(=O)C1=CC(c2cccs2)=NS(=O)(=O)N1C	4%	-1
CN(CC(=O)NC1(C#N)CCCCCC1)Cc1ccc(C(F)(F)F)cc1	10%	9
CCc1nc2c(OCCC3CCCCC3)cccn2c1N(C)C(=O)c1cccs1	?	0
CNC(C)C(=O)NC(C(=O)NC(C(=O)Nc1cccc2ccccc12)C(C)C)C(C)C (stereo unspecified)	?	11
COCCn1c(SCCOc2ccc(Cl)cc2)nnc1-c1ccccc1	?	-1
CCC(C)(C)NC(=O)c1ccc2ccccc2c1	0%	13
Cc1nc2nc(NCc3ccc(Cl)cc3)[nH]n2c(=O)c1C	45%	-20
CCCCn1c(=O)n(CC(O)COc2ccc(CC)cc2)c(=O)c2c1ncn2CCOC (stereo unspecified)	-3%	-7
Fc1ccc(-c2nnc(COc3cccc(Cl)c3)o2)cc1	?	3
Cc1ccc(S(=O)(=O)NC(=O)C2(C)CCN2C(=O)CC2CCCCC2)nc1 (stereo unspecified)	1%	4
COCCCN(C)Cc1cccc(OC)c1	9%	-1
Cc1ccc2nc(CN3CCN(S(=O)(=O)c4cccc(C(F)(F)F)c4)CC3)cn2c1	?	11
COc1ccc(-c2csc(NC(=O)c3nn(C(C)C)c(=O)c4ccccc34)n2)cc1	1%	-4
Cc1cccc(-c2nc(C#N)c(NCC(C)C)o2)c1	-21%	15
CC1(c2nnnn2Cc2ccccc2)CCC(=O)N1c1ccc(N2CCOCC2)cc1 (stereo unspecified)	1%	6
COc1ccc(S(=O)(=O)c2c(C)c(C)n(Cc3ccccc3)c2NC(=O)C(C)C)cc1	10%	9
O=C(COC(=O)c1cc2ccccc2[nH]1)NCc1ccc(F)cc1	-62%	-1
Cc1ccc2c(C)c(CCC(=O)NC3CCN(C)CC3)c(=O)oc2c1	?	-9
Cc1cc(C)c2c(C)c(C(=O)Nc3ccc4c(c3)N(C)C(=O)CO4)oc2c1	8%	4
CC(C)c1ccc(NC(=O)Cc2nn(C)c(=O)c3ccccc23)cc1	-15%	-1
Cc1nc2ccccc2c(C)c1CC(=O)N1CCC(C)CC1	-26%	-21
CC(C)CCNCc1ccncc1	?	-1
CCOC(=O)Nc1ccc(S(=O)(=O)Nc2cccc(F)c2)cc1	?	10
COc1ccc(Cl)cc1COc1ccc(C#N)cc1OC	-29%	0
CC1CCCC(NC(=S)NCc2ccc(F)cc2)C1C (stereo unspecified)	?	-11
CN(C(=O)c1cccc(CS(C)=O)c1)C1CCC(c2ccccc2)CC1 (stereo unspecified)	-3%	1
Cn1nc(-c2ccc(N3CCOCC3)c(NC(=O)c3ccccc3)c2)c2ccccc2c1=O	-7%	-9
Cc1ccc(OC(C)C(=O)N2CCC(c3nc4ccccc4o3)CC2)cc1C (stereo unspecified)	-8%	3
O=C(NC(c1ccccc1)c1cc2ccccc2o1)C1CCCC1 (stereo unspecified)	-10%	-3
Clc1ccc(CNCc2ccccc2Cn2cncn2)c(Cl)c1	45µM*	-10
CCc1nnc(NC(=O)Cn2ccc3ccc(Cl)cc32)s1	?	-6
Next section:
SMILES	ALOX12 inh	LDHA block
COc1ccc(-c2noc(-c3cccc(OCC(=O)N4CCCC4)c3)n2)cc1	0%	0
O=C(N/N=C/c1ccccc1OCCOc1ccc([N+](=O)[O-])cc1)Nc1ccccc1	-32%	-8
O=C(N/N=C/c1ccc(N(c2ccccc2)c2ccccc2)cc1)C1CC1	-5%	3
Cc1ccc2nc(-c3ccc(Cl)cc3)c(Cc3ccccc3C(F)(F)F)n2c1	24%	4
COc1ccccc1/C=C1\Oc2cc(OS(=O)(=O)c3ccc(C)cc3)ccc2C1=O	?	3
Cc1[nH]n2c(=O)cc(-c3ccc(Cl)cc3)nc2c1-c1ccc(F)cc1	22µM*	6
Cc1cc(C(C)(C)C)cc(C)c1CS(=O)Cc1ccc(F)cc1 (stereo unspecified)	?	10
COc1ccc(NC(=O)CN(c2ccccc2Br)S(C)(=O)=O)cc1OC	11%	-4
O=C(Nc1ccccc1C(F)(F)F)c1nc2ccccc2nc1N1CCOCC1	-20%	-2
O=C(N/N=C/c1cccc(Cl)c1)c1csc2ccccc12	29%	-1
O=C(/C=C/c1ccc(Cl)cc1)Nc1cccc(OC(F)F)c1	?	7
CCOc1c(CN)cccc1OC	4%	-5
CCn1c(CCC(=O)Nc2ccccc2Cl)nnc1SCc1nc2ccccc2c(=O)[nH]1	-26%	-5
C/C(=N\NC(=O)C1CC1)c1ccco1	4%	0
O=C(CSc1nc2ccccc2o1)OCC(=O)c1ccc(-c2ccccc2)cc1	?	3
CC1=C(C#N)C(c2ccccc2C)C(C#N)=C(C)N1	?	3
COc1ccc(C)cc1NC(=O)c1nc2ccccc2nc1N1CCCC1	-6%	-6
CC(C)[C@@H]1Cc2[nH][nH]c(=O)c2[C@H](c2ccc(F)cc2)O1	-22%	-3
CS(=O)(=O)Nc1ccc(-c2ccc3nccn3c2)cc1	?	3
COc1cc(C(=O)Nc2nnc(C3CC3)s2)cc(Cl)c1OCCC(C)C	9%	-1

Whole records from above. Screens in order: ALOX12 inh | LDHA block
C/C(=N\NC(=O)C1CC1)c1ccco1 is listed with 4% | 0
CS(=O)(=O)Nc1ccc(-c2ccc3nccn3c2)cc1 is listed with ? | 3
O=C(/C=C/c1ccc(Cl)cc1)Nc1cccc(OC(F)F)c1 is listed with ? | 7
CCn1c(CCC(=O)Nc2ccccc2Cl)nnc1SCc1nc2ccccc2c(=O)[nH]1 is listed with -26% | -5
COc1ccc(C)cc1NC(=O)c1nc2ccccc2nc1N1CCCC1 is listed with -6% | -6

(further entries)
SMILES	ALOX12 inh	LDHA block
Cc1cc2c(cc1C)NC(CC(=O)Nc1ccccc1C(F)(F)F)C(=O)N2 (stereo unspecified)	?	8
O=C(NCCc1ccncc1)c1ccc(F)cc1	-12%	0
CCOC1=C2CN(S(=O)(=O)c3ccccc3)[C@H](c3ccccc3)C[C@H]2n2c(=O)n(-c3ccccc3)c(=O)n2C1	-2%	-10
CCN(C(=O)Cn1nc(Cc2cccnc2)c2ccccc2c1=O)c1ccc(OC)cc1	-14%	3
COC(=O)[C@@]12C[C@@H](CC(=O)NCCCCc3ccccc3)C(=O)N(Cc3ccccc3)C1=CCC(C)(C)C2	2%	-7
CCOC(=O)C1C(=O)C=C(c2ccc(C)cc2)CC1c1cccc(F)c1 (stereo unspecified)	-34%	-2
O=C(COC(=O)C1CC2CCCC(C1)C2=O)Nc1ccc([N+](=O)[O-])cc1C(F)(F)F (stereo unspecified)	?	-1
CCc1nc(NCCN(CC)CC)c(C#N)c2c1CCCC2	-29%	-5
Oc1ccc(C[C@H]2CNC(=S)N2C[C@H]2CCCN2C[C@H](Cc2ccccc2)N2C[C@H](Cc3ccccc3)N(CC3CCCCC3)C2=S)cc1	0%	0
Cc1ccc(CNC(=O)c2ccc(N3CCOCC3)c(NC(=O)Nc3cc(F)ccc3F)c2)cc1	?	10

ALOX12 inh: entries above that show a hit
SMILES	ALOX12 inh	LDHA block
Cc1ccc(NS(=O)(=O)c2ccc(-c3cnc(C4CC4)o3)cc2)cc1F	3.5µM*	11
Clc1ccc(CNCc2ccccc2Cn2cncn2)c(Cl)c1	45µM*	-10
Cc1[nH]n2c(=O)cc(-c3ccc(Cl)cc3)nc2c1-c1ccc(F)cc1	22µM*	6

Later entries:
SMILES	ALOX12 inh	LDHA block
O=C(Nc1nnc([C@@H]2C[C@H](O)[C@@H](CO)O2)s1)Nc1ccc(F)cc1F	4%	-3
Cn1c(NCc2ccccc2F)nc2cc(-c3cccc(Cl)c3)sc2c1=O	-18%	-10
CC1(C(=O)NS(=O)(=O)C2CC2)CCN(C(=O)c2cc3ccccc3s2)C1 (stereo unspecified)	-8%	-11
COc1ccc(Br)cc1CNC12CC3CC(CC(C3)C1)C2	?	-3
CCN(CC(=O)Nc1c(Cl)cccc1Cl)C(=O)c1ccc(-n2cccc2)cc1	2%	-7
NC(N)=N/N=C/c1cccc([N+](=O)[O-])c1	40%	-3
COc1cc2ncnc(N3CCN(c4ccc(F)cc4)CC3)c2cc1OC	-11%	0
CN(CCCc1ccccc1)CC(=O)NC(C)(C#N)C1CC1 (stereo unspecified)	52%	0
O=c1c2cc([N+](=O)[O-])ccc2ncn1Cc1coc(-c2cccs2)n1	?	-2
O=C(CSc1ccc2ccccc2c1)Nc1ccc2c(c1)OCCCO2	-4%	14
CCCCn1nnc(NC(=O)COc2cccc(C)c2)n1	-4%	9

This is a subset; rates above refer to the full screens.
